# Source: PubChem BioAssay
# GC-A act – GC-A (human) enzyme activation | activation, % at 10 µM | HEK293 GC-A cells, cGMP TR-FRET, EC30 ANP; 0% at EC30 ANP, 100% saturating ANP | P16066 | actives 0.14% (n = 370,000); in the data active = activation above about 40%
# hgDAF-12 ag – hgDAF-12 agonism, primary luciferase screen; HEK293 GAL4-hgDAF12 UAS-luciferase reporter, agonist luminescence; normalized to butyrate control; activation, % at 6.8 µM; actives 1.8% (n = 370,000); AID 687014;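 active = activation above a cutoff set at the mean of all screened compounds plus 3 SD, cut at about 10% in these data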;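 note: 0% = DMSO wells and 100% = sodium butyrate wells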
# ssDAF-12 act – activates DAF-12 receptor from parasite S. stercoralis; HEK293 ssDAF-12/GRIP1 lit1-tk-luc reporter, luminescence; % of 3 µM dafachronic acid response; activation, % at 6.8 µM; actives 1% (n = 370,000);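 active = activation above the mean over all tested compounds plus 3 SD, cut at about 0.9% in these data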;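 note: 0% = DMSO-only wells and 100% = 3 µM delta7-dafachronic acid wells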
# hcDAF12 agonist – activates DAF-12 receptor from parasite H. contortus; HEK293 hcDAF-12 lit1-tk-luc reporter, luminescence; 0% DMSO, 100% Δ7-dafachronic acid; activation, % at 6.8 µM; actives 1.4% (n = 370,000); AID 652067;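 active = activation above the mean of all tested compounds plus 3 SD, cut at about 5.5% in these data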;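 note: 100% = response to 3 µM Δ7-dafachronic acid high control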
# ADAM10 inh – inhibits human ADAM10. O14672. inhibition, % at 7 µM. AID 720582. recombinant ADAM10, EDANS/DABCYL FRET peptide cleavage, 3 h. actives 0.62% (n = 370,000);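 active = inhibition above a per-campaign cutoff equal to the mean of compounds falling between control-based bounds plus 3 SD, cut at about 20% in these data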;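 note: 0% = DMSO wells while the 100% control is not disclosed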
# PG9 Ab binder – PG9 antibody binding by small molecule | TR-FRET gp120-PG9 antibody binding | actives 0.43% (n = 360,000) | inhibition, % at 6.7 µM; in the data active = inhibition above about 8.5%
# GAA850 FXN act – frataxin GAA850 promoter activation. HEK293 lucGAA850 FXN promoter luciferase reporter, 24 h; percent of 10 µM SAHA response. activation, % at 6 µM. actives 0.56% (n = 360,000). AID 540364;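 active = activation above the average of all compounds screened plus 3 SD, cutoff fixed separately per campaign, cut at about 7.5% in these data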;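 note: 0% = DMSO wells and 100% = 10 µM SAHA wells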
# ADAM17 inh – inhibits human ADAM17 | P78536 | recombinant ADAM17, EDANS/DABCYL FRET peptide cleavage | inhibition, % at 6.95 µM | actives 0.83% (n = 370,000);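 active = inhibition above the mean of compounds lying between control limits plus 3 SD, set per campaign, cut at about 8.5% in these data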;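 note: 0% = DMSO-only wells as the low control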
# Target sequence (P78536 215-824 limits assumed): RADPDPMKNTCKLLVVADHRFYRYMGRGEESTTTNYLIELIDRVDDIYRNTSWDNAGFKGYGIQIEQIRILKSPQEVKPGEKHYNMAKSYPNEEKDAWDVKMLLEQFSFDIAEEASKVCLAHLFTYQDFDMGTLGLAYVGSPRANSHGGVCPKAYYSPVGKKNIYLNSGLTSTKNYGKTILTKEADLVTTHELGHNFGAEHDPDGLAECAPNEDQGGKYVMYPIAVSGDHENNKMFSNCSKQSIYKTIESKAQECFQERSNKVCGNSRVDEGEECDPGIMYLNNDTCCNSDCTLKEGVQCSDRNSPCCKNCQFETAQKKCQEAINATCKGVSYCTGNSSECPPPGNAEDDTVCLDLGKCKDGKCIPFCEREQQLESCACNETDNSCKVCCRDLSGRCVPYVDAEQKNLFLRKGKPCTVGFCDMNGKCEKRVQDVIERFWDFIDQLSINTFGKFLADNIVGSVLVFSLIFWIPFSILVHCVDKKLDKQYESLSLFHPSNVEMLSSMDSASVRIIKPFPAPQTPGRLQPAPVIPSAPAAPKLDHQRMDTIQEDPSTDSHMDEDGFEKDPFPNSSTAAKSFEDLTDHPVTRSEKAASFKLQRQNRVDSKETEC
# SMARCA2 activ – activators of SMARCA2 function; activation, % at 9.1 µM; actives 1% (n = 370,000); MG213 cells, MMTV-luciferase reporter, dexamethasone, overnight; in the data active = activation above about 7.8%;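 note: 0% = vehicle wells and 100% = reference activator wells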
# DAX1 inh-1 – inhibitors of human orphan nuclear receptor DAX1 (NR0B1); P51843; HEK293 Gal4-DAX1 luciferase reporter, luminescence; inhibition, % at 6.75 µM; actives 0.99% (n = 340,000); AID 504766;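 active = inhibition above the mean over all tested compounds plus 3 SD, cut at about 4.2% in these data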;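 note: 0% = DAX1-transfected cells with DMSO and 100% = empty-vector control cells with DMSO; inhibition shows as a rise in luminescence from relieved DAX1 repression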
# Target sequence (P51843 207-470 limits assumed): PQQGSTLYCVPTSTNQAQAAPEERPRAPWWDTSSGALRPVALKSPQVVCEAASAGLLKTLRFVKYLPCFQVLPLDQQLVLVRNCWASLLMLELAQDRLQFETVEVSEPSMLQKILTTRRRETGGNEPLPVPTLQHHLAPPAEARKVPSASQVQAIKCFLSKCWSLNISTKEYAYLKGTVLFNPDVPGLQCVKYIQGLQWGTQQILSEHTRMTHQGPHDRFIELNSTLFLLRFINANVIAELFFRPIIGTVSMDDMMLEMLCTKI
# DAX1 inh-2 – blocks DAX1 repression of SF-1 activated StAR promoter | inhibition, % at 6.8 µM | HEK293T StAR-luciferase reporter, SF-1/DAX-1 repression relief | AID 652010 | actives 1.1% (n = 370,000);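 active = inhibition above the mean over all tested compounds plus 3 SD, cut at about 3.6% in these data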;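 note: 0% = DAX-1 cells with DMSO and 100% = cells lacking DAX-1 with DMSO; higher inhibition means more luminescence from relief of DAX-1 repression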
# * = called active by the depositor; / = no result given.
entry	molecule	GC-A act	hgDAF-12 ag	ssDAF-12 act	hcDAF12 agonist	ADAM10 inh	PG9 Ab binder	GAA850 FXN act	ADAM17 inh	SMARCA2 activ	DAX1 inh-1	DAX1 inh-2
1	Cc1ccc(SCCNC(=S)Nc2ccccc2)cc1	2	-2.1	-0.7	-0.8	11	-0.6	-0.4	4	8.8*	0.3	-0.7
2	COC(=O)Cn1cc(C(=O)C(C)(C)C)c2ccccc21	0	-1.3	-2.0	0.3	7	-2.4	0.8	-2	0	0.1	0.3
3	O=C(O)c1ccc(S(=O)(=O)c2ccc3c(c2)C(=O)N(c2ccccc2[N+](=O)[O-])C3=O)cc1	1	-1.3	-0.2	-0.5	-4	-0.6	1.5	-2	-3	0.3	0.7
4	COc1ccc(C(=O)Nc2cccc(C(=O)NCc3ccccc3)c2)cc1	1	-1.4	-2.1	-0.6	-2	0.7	1.5	-353	0	-1.0	-0.8
5	CCn1nc(C(=O)NNC(=O)c2cc(Cl)ccc2OC)c2ccccc2c1=O	-1	-1.6	-0.4	1.5	1	-0.7	1.8	0	0	0.2	-0.7
6	O=C(c1ccc(=O)n(Cc2ccc(Cl)c(Cl)c2)c1)N1CCOCC1	4	-1.4	-1.6	0.7	6	-0.1	-0.7	-2	-2	-0.2	-0.9
7	Cc1cc(=O)n2[nH]c(-c3ccccc3)cc2n1	0	-0.4	-0.4	5.0	-20	0.2	4.9	-6	1	1.0	0.8
8	Cc1cc(NS(=O)(=O)Cc2ccccc2)no1	1	-1.4	-1.0	-2.5	-4	1.4	0.8	-1	-8	-1.2	-0.2
9	CC1(C)Cc2ccccc2C(NNC(=O)c2ccccc2)=N1	-2	0.6	-1.1	-0.6	5	1.2	0.8	-3	-1	-0.8	0.3
10	O=C(CSc1ncccc1C(=O)O)NCc1ccc(F)cc1	0	2.1	-1.4	-0.7	18	-2.2	1.6	0	2	0.6	-0.4
11	COC(=O)c1sc(NC(=O)CSc2nc3nc(C)cc(C)n3n2)c(C(=O)OC)c1C	3	0.9	-1.2	2.8	-2	-2.8	1.8	-2	0	-0.8	-0.3
12	O=C(O)c1cc(O)ccc1NC(=O)c1cccc2ccccc12	1	7.2	-1.5	-0.2	-7	-0.9	0.0	-4	-3	1.5	0.1
13	Cc1ccc(NC(=O)c2ccc3nc(N4CCOCC4)sc3c2)c(Cl)c1	-1	5.8	-0.4	0.8	-3	6.6	1.2	-1	3	-0.9	0.3
14	Cc1cccc(NC(=S)NNC(=O)c2ccccc2Br)c1	1	6.9	0.4	2.9	13	0.0	1.0	3	3	3.2	2.4
15	Nc1cc2nc3ccccc3oc-2cc1=O	-5	-1.2	0.5	4.2	-17	-4.4	0.3	-2	3	-1.2	-3.2
16	C(=C\c1ccccc1)/CN1CCN(C(c2ccnc3ccccc23)c2nnnn2-c2ccc3c(c2)OCCO3)CC1 (stereo not given)	-1	6.2	-0.9	-0.4	-6	0.1	/	-3	-3	/	-1.2
17	CN(C)c1nc(N)c(C(=O)N=C(N)N)nc1Cl	15	4.9	-1.4	-0.5	-11	0.4	0.7	3	-5	-0.2	0.1
18	CC(C)N(Cc1nccn1C)C(=O)c1cc(COc2ccc(-n3cncn3)cc2)on1	0	-0.7	-1.1	-1.1	0	-3.6	0.9	0	4	0.3	1.3
19	Cc1cc(C)n2nc(C(=O)OCC(=O)N(CC(C)C)C3CCS(=O)(=O)C3)nc2n1 (stereo not given)	-1	-1.5	-1.1	-1.1	-7	-1.7	-1.1	-6	1	0.5	-0.6
20	CCOc1ccc(CCNS(=O)(=O)c2cccc3nsnc23)cc1OCC	4	0.8	-1.3	-0.9	2	-1.4	0.1	-3	2	-0.4	-0.4
21	CCc1ccc(-c2cc(C)no2)cc1S(=O)(=O)NCc1ccccc1OC	-8	0.7	-2.1	-2.8	2	-0.7	0.5	4	3	0.6	-2.6
22	CC(C)(C)NC(=O)C(c1ccccc1)n1c(=O)c(-c2ccccc2)nc2ccccc21 (stereo not given)	-9	1.2	-0.7	-0.2	-272	-1.3	/	-72	-5	/	-1.1
23	O=C(CCC1=NS(=O)(=O)c2ccccc2N1)NC1CCCCCCC1	0	0.3	-0.9	-0.7	-1	-0.7	2.8	-1	0	0.8	0.9
24	CCOC(=O)N1CCN(Cc2nc(-c3cccs3)no2)CC1	0	2.2	-1.6	-0.4	1	-1.3	3.8	-2	4	0.2	0.2
25	Cc1cccc(N2CCN(C(=O)[C@H](C)N3C(=O)C4CC=CCC4C3=O)CC2)c1C (stereo not given in full)	-2	0.8	-1.5	-1.3	-9	1.1	-0.1	-3	-4	-0.9	-1.3
26	CCN1C(=O)c2ccc(C(=O)Nc3ncc(C)s3)cc2C1=O	2	4.8	-0.9	3.4	-8	-1.5	4.6	-3	5	2.3	1.1
27	O=C(CNC(=O)c1ccccn1)N/N=C/c1ccccc1	5	0.6	-1.1	1.3	1	0.1	-0.7	-1	3	0.2	-0.6
28	N#CCCn1nc(-c2ccc(Br)cc2)cc1Nc1ccccc1NC(=O)C(F)(F)F	-3	-1.3	-0.7	3.2	13	-0.7	3.8	5	-1	-1.7	-0.7
29	COc1ccc(-c2cc(=O)oc3c(C)c(OC(C)C(=O)Nc4ccc(CN5CCOCC5)cc4)ccc23)cc1 (stereo not given)	-1	2.4	-1.7	-1.0	4	-1.9	-7.9	-2	-2	-0.2	-0.6
30	CC1=C(C(=O)N(C)C)CC(CC(=O)NCc2ccco2)C(=O)N1CCC1=CCCCC1 (stereo not given)	0	0.7	-1.2	-1.7	-6	-2.3	-0.1	-2	-1	2.1	0.5
31	COc1ccc(NC(=O)CSc2nnc(-c3ccncc3)o2)c(OC)c1	-1	2.2	-1.4	0.0	-9	-0.2	-1.0	-1	3	0.6	-0.2
32	CC(C)(C)NC(=S)NCc1ccco1	-2	-0.5	-0.3	-2.2	1	-1.1	3.1	-1	0	-0.9	-0.2
33	Cc1ccc(NS(=O)(=O)c2cccc(C(=O)NNC(=O)c3cccn3C)c2)c(C)c1	3	0.6	-0.6	-0.6	6	-1.2	3.5	0	-1	-0.1	0.1
34	CN(CC(=O)Nc1cccc(F)c1)C(=O)CC1CCCC1	1	0.3	-1.3	0.4	4	-1.8	-0.1	0	3	1.5	0.0
35	C[C@@H]1CN([C@@H](C)CO)C(=O)c2c(c3ccccc3n2C)-c2ccccc2CO[C@H]1CN(C)S(=O)(=O)c1ccc(C(F)(F)F)cc1	2	-0.8	-0.8	-0.5	2	0.9	-1.3	0	-3	-0.1	0.5
36	Cc1ccc(CN2C3CCCC2CC(NC(=O)c2ccc(C)cc2)C3)cc1 (stereo not given)	2	-0.9	-1.2	-1.5	-15	-1.5	0.8	-4	-3	0.0	0.6
37	CCOc1cc(C=C(C(=O)OC)C(=O)OC)ccc1OCc1ccc([N+](=O)[O-])cc1	4	-1.3	-1.4	-0.4	5	0.3	3.1	0	-3	-2.6	-0.4
38	O=C(OCc1cc2ccccc2[nH]c1=O)C1CCCCC1	1	0.2	-1.3	-0.3	-24	0.1	-1.2	-3	0	0.0	0.4
39	O=C(/C=C/c1ccco1)OCC(=O)c1cccc([N+](=O)[O-])c1	3	-1.8	-1.3	0.1	-2	-2.6	-0.7	-2	4	1.7	-0.2
40	O=C(O)CC[C@@H](C(=O)O)N1C(=O)c2ccccc2C1=O	1	4.6	-0.6	-1.2	-1	-1.1	-1.5	-5	1	-0.7	0.5
41	O=C(c1ccco1)N(Cc1ccc([N+](=O)[O-])cc1)c1ccc(Cl)cc1	-10	-1.4	-1.3	-0.9	2	2.1	-0.4	-2	-4	1.2	0.1
42	Cc1cccc(OCC(=O)Nc2cccc(-c3nnc(-c4ccccc4)o3)c2)c1C	1	-2.6	-0.9	-1.7	-2	0.1	5.3	-3	3	0.7	1.2
43	O=C(Cc1cccc(NC(=O)C2CCCN(C(=O)C3CC3)C2)c1)Nc1ccc(C(=O)N2CCOCC2)cc1 (stereo not given)	0	-0.1	-0.7	3.3	2	1.0	2.1	-1	-3	-1.7	1.1
44	CN1C(=O)C(=O)/C(=C(/O)c2ccccc2)C1c1ccc(Br)cc1 (stereo not given)	1	2.1	-0.5	-0.8	2	0.9	-0.7	1	-1	3.0	-0.6
45	CCCCN1C[C@H](CO)Oc2cccc(F)c2S1(=O)=O	-2	-1.4	-0.9	0.0	-4	-1.0	1.4	-2	-4	0.5	0.0
46	COc1ccc(S(=O)(=O)NC(=O)C2(C)CCN2C(=O)C2(c3ccc(Cl)cc3)CCC2)cc1 (stereo not given)	3	-1.9	-1.4	-1.5	-1	2.2	3.0	-3	-4	/	0.0
47	CCN(C[C@H]1N[C@@](Cc2ccccc2)(C(=O)OC)[C@H]2C(=O)N(C)C(=O)[C@@H]12)C(=O)C1CCCCC1	-1	1.5	-0.8	0.4	-8	1.0	0.5	-5	-3	-0.3	-0.7
48	CC1CN(S(=O)(=O)c2ccc(C(=O)Nc3ccc(S(=O)(=O)N4CCOCC4)cc3)cc2)CC(C)O1 (stereo not given)	4	-3.0	-2.0	-3.0	7	-2.2	-2.4	2	-2	-0.3	-5.7
49	CC1CCN(C(=S)NC(=O)c2cccc([N+](=O)[O-])c2)CC1	1	0.9	-0.8	-0.8	5	-1.3	0.4	1	8.6*	-0.3	-0.2
50	COc1ccc(/C=N/NC(=O)c2cccc(NC(=O)c3ccccc3Cl)c2)cc1OC	4	9.9	-1.3	-2.4	-13	-1.8	2.9	-5	3	0.2	-0.5

# Following part
entry	molecule	GC-A act	hgDAF-12 ag	ssDAF-12 act	hcDAF12 agonist	ADAM10 inh	PG9 Ab binder	GAA850 FXN act	ADAM17 inh	SMARCA2 activ	DAX1 inh-1	DAX1 inh-2
51	Cc1ccc(CNC(=O)C2CCCN(S(=O)(=O)c3cccc4nonc34)C2)cc1 (stereo not given)	2	1.6	-0.6	1.3	3	-0.3	0.1	-2	1	-0.7	0.1
52	O=C(CCC1CCCC1)Nc1ccc(Br)cn1	0	5.0	-1.1	0.1	2	-1.0	3.5	0	2	1.8	0.0
53	Cc1ccccc1C(=O)Nc1ccnn1C1CCN(Cc2c(C)n(C)c3ccccc23)CC1	-10	-0.1	-0.7	6.1*	10	0.8	-0.9	-5	-1	0.5	-0.1
54	CCOc1ccc(C(=O)NCC(=O)OCc2c(F)cccc2Cl)cc1	1	-1.9	-1.4	0.7	2	-2.5	1.4	1	1	-0.2	-0.1
55	CC(=O)OC(=C(OC(C)=O)c1ccccc1)c1ccccc1	-3	4.2	-1.3	0.1	2	1.1	-2.6	-2	2	-0.9	-0.6
56	CN1CCN(c2ccccc2NC(=O)c2ccc(-c3ccc(Cl)cc3Cl)o2)CC1	-24	-1.5	-0.9	0.1	1	-1.2	0.4	-3	0	0.9	0.0

# Some entries already given with just ADAM10 inh and GC-A act:
item | compound | ADAM10 inh | GC-A act
41 | O=C(c1ccco1)N(Cc1ccc([N+](=O)[O-])cc1)c1ccc(Cl)cc1 | 2 | -10
42 | Cc1cccc(OCC(=O)Nc2cccc(-c3nnc(-c4ccccc4)o3)c2)c1C | -2 | 1
